PPARg SRC-3 ag: agonists of human PPARgamma SRC-3 coactivator recruitment | P37231 | biochemical PPARgamma/SRC-3 coactivator recruitment assay | activation, % at 8 µM | actives 0.26% (n = 200,000) | AID 731; in the data active = activation above about 23%;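 note: 0% = DMSO and 100% = reference agonist; some compounds past the cut are filed as inactive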
Target sequence (P37231 whole entry, looked up): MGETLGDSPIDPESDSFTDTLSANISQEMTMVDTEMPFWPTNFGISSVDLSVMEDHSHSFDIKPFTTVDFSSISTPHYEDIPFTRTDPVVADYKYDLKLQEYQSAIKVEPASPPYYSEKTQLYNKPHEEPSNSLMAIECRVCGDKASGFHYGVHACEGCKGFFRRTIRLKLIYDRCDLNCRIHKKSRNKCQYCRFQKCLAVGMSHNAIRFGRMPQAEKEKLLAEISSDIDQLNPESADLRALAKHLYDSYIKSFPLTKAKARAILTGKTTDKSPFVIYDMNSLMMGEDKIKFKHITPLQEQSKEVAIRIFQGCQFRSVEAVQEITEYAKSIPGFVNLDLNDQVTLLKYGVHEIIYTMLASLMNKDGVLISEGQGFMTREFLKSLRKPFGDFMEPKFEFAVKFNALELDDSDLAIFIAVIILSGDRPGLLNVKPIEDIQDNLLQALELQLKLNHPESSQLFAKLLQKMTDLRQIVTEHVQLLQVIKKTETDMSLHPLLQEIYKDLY
bIAP inh: intestinal alkaline phosphatase (bovine) inhibition; purified bovine IAP, CDP-star luminescence, 30 min; inhibition, % at 20 µM; 190,000 tested, under 10 active; AID 1019;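 active = over 50% inhibition of intestinal alkaline phosphatase at 20 µM in the single-dose screen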
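Assay system: bovine IAP enzyme; medium: DEA buffer 100 mM, pH 9.8, with MgCl2 1.0 mM, ZnCl2 0.02 mM; doses: 20 µM single dose; incubation: enzyme reaction for 30 min at room temperature; detection: CDP-star luminescence signal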
Efa HMGR inh: E. faecalis class II HMG-CoA reductase inhibition; inhibition, % at 10 µM; actives 0.41% (n = 190,000); AID 1066; purified E. faecalis HMGR, NADPH absorbance 340 nm kinetic;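 active = inhibition above a set limit, the median over all tested compounds plus 3 SD, cut at about 9.5% in these data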;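 note: enzyme runs in reverse so mevalonate oxidation gives rising NADPH absorbance; 0% = complete reaction with DMSO and 100% = background rate lacking mevalonate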
PPARg SRC1 recr: agonists of human PPARgamma SRC-1 coactivator recruitment | P37231 | activation, % at 8 µM | AID 631 | actives 0.41% (n = 200,000) | PPARgamma-SRC-1 coactivator recruitment biochemical assay; in the data active = activation above about 19%;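 note: 0% = DMSO and 100% = reference agonist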
PPARg SRC-2 ag: PPARgamma-driven SRC-2 recruitment agonism. PPARgamma LBD-SRC-2 recruitment, biochemical. activation, % at 8 µM. actives 0.34% (n = 200,000). AID 1032; in the data active = activation above about 22%;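 note: 0% = vehicle and 100% = reference agonist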
TNAP inh hiacc: TNAP (human) inhibition, high acceptor | AID 1135 | actives 0.03% (n = 200,000) | purified TNAP, CDP-star luminescence, 1 M DEA | inhibition, % at 20 µM | P05186;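 active = over 50% inhibition of tissue-nonspecific alkaline phosphatase at 20 µM in the single-dose screen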;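 note: plate controls were DMSO wells for no effect and EDTA-quenched wells as full inhibition for full effect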
Target sequence (P05186 whole entry, looked up): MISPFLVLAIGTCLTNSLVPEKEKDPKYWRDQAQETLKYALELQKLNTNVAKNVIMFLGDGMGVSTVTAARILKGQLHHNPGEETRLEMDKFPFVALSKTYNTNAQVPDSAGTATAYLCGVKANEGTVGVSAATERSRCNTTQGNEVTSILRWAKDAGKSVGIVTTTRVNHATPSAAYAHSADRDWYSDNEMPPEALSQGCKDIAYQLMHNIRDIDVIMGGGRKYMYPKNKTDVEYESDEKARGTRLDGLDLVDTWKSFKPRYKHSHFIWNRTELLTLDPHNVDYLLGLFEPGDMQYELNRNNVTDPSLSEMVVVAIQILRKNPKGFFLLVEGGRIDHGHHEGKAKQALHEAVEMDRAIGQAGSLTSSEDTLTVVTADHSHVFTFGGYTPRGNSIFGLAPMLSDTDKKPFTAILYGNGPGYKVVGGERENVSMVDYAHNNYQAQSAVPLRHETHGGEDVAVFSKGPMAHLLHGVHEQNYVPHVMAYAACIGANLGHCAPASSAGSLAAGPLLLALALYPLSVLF
TNAP inh noacc: blocks human TNAP activity with no phosphate acceptor present; P05186; purified TNAP, CDP-star luminescence, 30 min; inhibition, % at 20 µM; actives 0.26% (n = 200,000); AID 1012;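 active = tissue-nonspecific alkaline phosphatase inhibition above about 50% at 20 µM in the single-dose screen, limit read from the data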;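 note: 0% = DMSO negative control and 100% = EDTA positive control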
TNAP act hi DEA: increases human TNAP activity under high phosphate acceptor concentration | purified TNAP, CDP-star luminescence, 1 M DEA, 30 min; active compounds read high; 0 = EDTA background, 1 = DMSO-only activity | activation factor at 20 µM | 200,000 tested, under 10 active | AID 1136;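 active = activation factor at least 2 at 20 µM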
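Measured by: Luminescent substrate turnover signal | Test system: Human TNAP | Input: TNAP 1/800 final | Dosing: 20 µM single point | Schedule: 30 min, room temperature | Controls: EDTA wells as negative control, DMSO wells as positive control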
SRC2 TRFRET art: TR-FRET artefact, counter-screen to PPARgamma/SRC-2 agonist assay; actives 0.4% (n = 200,000); AID 1049; active compounds read high; TR-FRET ratio at 8 µM; in the data active = TR-FRET ratio above about 2000; note: inactives centre near 1500
bIAP activator: intestinal alkaline phosphatase (bovine) activation; purified bovine IAP, CDP-star luminescence, 30 min; active compounds read high; fold of DMSO-control signal, blank-subtracted; activation factor at 20 µM; actives 0.17% (n = 200,000);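 active = activation factor of 2 or more at 20 µM, a signal rise over negative controls twice the positive control's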
* marks the source's active call; other numbers are inactive results; · = not tested or not shown. Hits appear at their usual frequency (roughly 1.6% active in at least one column).

SMILES	PPARg SRC-3 ag	bIAP inh	Efa HMGR inh	PPARg SRC1 recr	PPARg SRC-2 ag	TNAP inh hiacc	TNAP inh noacc	TNAP act hi DEA	SRC2 TRFRET art	bIAP activator
C=CCOC(=O)C1=C(C)Nc2[nH]c(=O)[nH]c(=O)c2C1c1ccccc1 (stereo not given)	11	-5	1	8	-2	0	-11	1	1558	1
Cc1ccc(/C=N/Nc2nnc(Cl)c3ccccc23)cc1	-2	7	-6	2	-5	-4	5	1	1430	0.9
O=C(/C(=C(\[O-])c1ccccc1)[n+]1ccc2ccccc2c1)c1ccc(Cl)cc1	1	3	-3	6	-4	-6	-2	1.1	1390	1
C/C=C/c1ccc(OCCCCNCc2ccco2)c(OC)c1	-1	-5	-3	8	14	-2	-8	1	1839	1
Cc1cccc(C)c1NC(=S)N(Cc1cccnc1)Cc1ccccc1Cl	1	0	2	0	3	-2	0	1	1724	1
CC(C)NC(=O)c1onc(CSc2ccc(F)c(F)c2)c1C(=O)O	0	6	-1	-6	9	0	-10	1	1655	0.9
CCOC(=O)c1cc[n+](CC(=O)c2ccc(F)cc2)cc1	0	-11	-3	-5	8	2	0	1	1567	1.1
Cc1cccn2c(=O)c3cc(C(=O)N4CCN(C(=O)c5ccco5)CC4)n(C)c3nc12	10	-9	0	1	6	-2	-9	1	1674	1.1
CN(N=Nc1ccc([N+](=O)[O-])cc1)c1ccccc1	1	6	-3	4	1	8	-2	0.9	1540	0.9
O=S(=O)(O)CCN1CCOCC1	7	8	0	6	0	1	-9	1	1565	0.9
CCOc1ccccc1Oc1coc2cc(O)ccc2c1=O	3	11	-7	6	4	-4	-14	1	1406	0.9
Nc1nc(-c2ccccc2)cc(N2CCCCC2)n1	0	-2	3	-5	2	-3	-3	1	1421	1
O=C(Nc1nncs1)c1c(F)c(F)c(F)c(F)c1F	-15	10	-6	2	6	-6	-6	1.1	1451	0.9
CCN(CC(=O)Nc1c(C(=O)OC)[nH]c2ccc(C)cc12)c1ccc2c(c1)OCO2	0	-3	-4	12	4	1	-7	1	1633	1
COC(=O)NC(=S)N1CCOCC1	2	-1	-1	3	-1	-1	-1	1	1428	1

Single records (already shown). Screens in order: PPARg SRC-3 ag | bIAP inh | Efa HMGR inh | PPARg SRC1 recr | PPARg SRC-2 ag | TNAP inh hiacc | TNAP inh noacc | TNAP act hi DEA | SRC2 TRFRET art | bIAP activator
Shown for C/C=C/c1ccc(OCCCCNCc2ccco2)c(OC)c1 : -1 | -5 | -3 | 8 | 14 | -2 | -8 | 1 | 1839 | 1
Shown for COC(=O)NC(=S)N1CCOCC1 : 2 | -1 | -1 | 3 | -1 | -1 | -1 | 1 | 1428 | 1
Shown for CN(N=Nc1ccc([N+](=O)[O-])cc1)c1ccccc1 : 1 | 6 | -3 | 4 | 1 | 8 | -2 | 0.9 | 1540 | 0.9

Continued:
SMILES	PPARg SRC-3 ag	bIAP inh	Efa HMGR inh	PPARg SRC1 recr	PPARg SRC-2 ag	TNAP inh hiacc	TNAP inh noacc	TNAP act hi DEA	SRC2 TRFRET art	bIAP activator
CC(=O)N1N=C(c2cccc([N+](=O)[O-])c2)OC1c1cccc(Br)c1 (stereo not given)	0	2	-7	0	1	-1	-5	1	1345	1
S=c1[nH]ccn1-c1ccc(Cl)cc1	0	-10	-4	13	5	-3	-56	1	1688	1.1
CC1(C)CC(=O)C2=C(C1)NC1=C(C(=O)c3ccccc31)C2c1ccc(Cl)cc1 (stereo not given)	2	9	-6	-1	4	16	14	0.8	1730	0.9
CCc1ccc(NC(=O)C(=O)NCC(O)c2ccccc2)cc1 (stereo not given)	3	-7	1	5	4	3	-1	1	1590	1.1
CC(=O)O[C@H]1CC[C@@]2(C)C(CCC3C2CC[C@]2(C)OC(=O)CCC32)C1 (stereo not given in full)	3	40	-1	3	-2	-5	-6	1.1	1370	0.6
CCOC(=O)c1c(NCC2CCCO2)c2ccccc2[nH]c1=O (stereo not given)	13	12	-1	2	7	-7	-8	1.1	1574	0.9
CN1C=CC(=C2C(=O)c3ccccc3C2=O)C=C1	-2	7	1	4	8	-6	-2	1.1	1605	0.9
O=C(Cc1ccccc1)Nc1ccc(N2CCOCC2)cc1N1CCOCC1	-4	-8	-3	-4	-1	7	-3	0.9	1532	1.1
C=CCS(=O)(=O)c1nc2ccccc2s1	1	5	1	-2	0	-3	4	1	1390	0.9
Cc1ccc(C(=O)N2CCN(c3ccc(NC(=O)c4cccnc4)cc3)CC2)cc1	-10	7	0	-4	-4	-4	-11	1	1401	0.9
COc1cc2c(cc1OC)C(c1cccs1)N(C(=O)c1ccncc1)CC2 (stereo not given)	2	0	-4	3	-2	-3	-6	1	1520	1
CCCOCC(O)CCc1n[nH]c(=S)n1-c1ccccc1 (stereo not given)	3	6	-3	-5	-3	-4	2	1	1412	0.9
Cc1ccccc1CS(=O)(=O)CCC(=O)N1CCN(c2ccc(N3CCOCC3)nn2)CC1	-6	-3	-3	8	0	-4	-14	1	1478	1
O=C(CCc1ccccc1)Nc1ccc(N2CCOCC2)cc1	4	-4	-6	10	6	-8	-19	1.1	1724	1
CNCc1cn2cc(Cl)ccc2n1	4	-7	-3	-3	-4	-2	-14	1	1341	1.1

No new results follow: seven of the compounds above.
SMILES	PPARg SRC-3 ag	bIAP inh	Efa HMGR inh	PPARg SRC1 recr	PPARg SRC-2 ag	TNAP inh hiacc	TNAP inh noacc	TNAP act hi DEA	SRC2 TRFRET art	bIAP activator
Nc1nc(-c2ccccc2)cc(N2CCCCC2)n1	0	-2	3	-5	2	-3	-3	1	1421	1
O=C(Nc1nncs1)c1c(F)c(F)c(F)c(F)c1F	-15	10	-6	2	6	-6	-6	1.1	1451	0.9
CCN(CC(=O)Nc1c(C(=O)OC)[nH]c2ccc(C)cc12)c1ccc2c(c1)OCO2	0	-3	-4	12	4	1	-7	1	1633	1
COC(=O)NC(=S)N1CCOCC1	2	-1	-1	3	-1	-1	-1	1	1428	1
CC(=O)N1N=C(c2cccc([N+](=O)[O-])c2)OC1c1cccc(Br)c1 (stereo not given)	0	2	-7	0	1	-1	-5	1	1345	1
S=c1[nH]ccn1-c1ccc(Cl)cc1	0	-10	-4	13	5	-3	-56	1	1688	1.1
CC1(C)CC(=O)C2=C(C1)NC1=C(C(=O)c3ccccc31)C2c1ccc(Cl)cc1 (stereo not given)	2	9	-6	-1	4	16	14	0.8	1730	0.9

Other compounds follow:
SMILES	PPARg SRC-3 ag	bIAP inh	Efa HMGR inh	PPARg SRC1 recr	PPARg SRC-2 ag	TNAP inh hiacc	TNAP inh noacc	TNAP act hi DEA	SRC2 TRFRET art	bIAP activator
O=C(CN1CCN(S(=O)(=O)c2ccccc2)CC1)Nc1ccc([N+](=O)[O-])cc1	1	2	-2	4	1	4	-6	1	1628	1
O=C(CN1C(=O)C2CCCCC2C1=O)Nc1ccc(S(=O)(=O)Nc2ncccn2)cc1 (stereo not given)	3	-32	-5	1	2	-2	-2	1	1695	1.3
Cc1cc(C)nc(N2CCCC(C(=O)Nc3ccc4c(c3)OCO4)C2)n1 (stereo not given)	3	7	-3	0	7	-1	-2	1	1681	0.9
O=C(O)C1C2C=CC(O2)C1C(=O)Nc1ccccc1C(F)(F)F (stereo not given)	-2	11	3	5	5	-2	-10	1	1527	0.9
Cc1ccc(NC(=O)CS(=O)CC(=O)Nc2ccc(N3CCOCC3)cc2)cc1Cl (stereo not given)	11	15	3	6	7	-6	-5	1.1	1721	0.9
CCCCc1nc2n[nH]c(N)c2c2c1CCCC2	1	29	-2	2	-1	-10	-15	1.1	1682	0.7
CC(C)=CCN1CCN(Cc2c(C)nn(C)c2Cl)CC1CCO (stereo not given)	1	2	1	8	-2	1	-2	1	1562	1
COc1ccccc1CNc1n[nH]c(NCc2ccccc2OC)n1	1	-10	1	5	-1	-3	-7	1	1332	1.1
CCN(CC)S(=O)(=O)c1cccc(-c2nnc(SCc3ncc(-c4ccccc4)o3)n2C)c1	-7	0	-2	2	-8	-7	-14	1.1	1374	1
COc1cccc(CC(=O)Nc2nc(C)cs2)c1	2	-27	-5	-4	-3	-7	-14	1.1	1578	1.3
COc1cc(/C=N/NC(=O)c2cccc([N+](=O)[O-])c2)ccc1OCc1ccccc1	-3	8	·	2	11	-3	-5	1	1659	0.9
COC(=O)C1=C(CSCc2ccccc2)NC(=O)NC1c1cc(C)ccc1C (stereo not given)	10	-2	-2	6	0	-5	-8	1	1529	1
Cc1ccc2oc(=O)c3cnn(CC(=O)NCCC(C)C)c3c2c1	2	1	-5	-4	-10	-6	-10	1.1	1533	1
NC(=O)CSc1nnc(COc2ccccc2)n1C1CCCCC1	4	6	·	2	13	-7	-12	1.1	1599	0.9
CCC(C)NC(=O)Cn1c(=O)n(-c2ccccc2)c(=O)c2ccc(C(=O)NCc3ccco3)cc21 (stereo not given)	2	3	-9	11	12	-2	-8	1	1671	1

Some of the entries so far, comma-delimited.
compound,PPARg SRC-3 ag,bIAP inh,Efa HMGR inh,PPARg SRC1 recr,PPARg SRC-2 ag,TNAP inh hiacc,TNAP inh noacc,TNAP act hi DEA,SRC2 TRFRET art,bIAP activator
Cc1ccc2oc(=O)c3cnn(CC(=O)NCCC(C)C)c3c2c1,2,1,-5,-4,-10,-6,-10,1.1,1533,1
NC(=O)CSc1nnc(COc2ccccc2)n1C1CCCCC1,4,6,·,2,13,-7,-12,1.1,1599,0.9

Continued.
SMILES	PPARg SRC-3 ag	bIAP inh	Efa HMGR inh	PPARg SRC1 recr	PPARg SRC-2 ag	TNAP inh hiacc	TNAP inh noacc	TNAP act hi DEA	SRC2 TRFRET art	bIAP activator
CCOC(=O)N1CCN(C(=O)Nc2ccc(Cl)cc2Cl)CC1	10	10	1	-5	8	-4	-5	1	1499	0.9
C=CCn1c(=O)c(C(=O)NCCN(CC)CC)c(O)c2ccccc21	2	-3	1	3	-2	-3	-9	1	1599	1
O=C(C1=C[C@H](c2csc3ccccc23)C[C@H](OCc2ccc(CO)cc2)O1)N1CCN(Cc2ccc3c(c2)OCO3)CC1	6	-5	1	5	-6	-7	-14	1.1	1502	1
COCCn1nnnc1C(CC(C)C)N1CCN(c2cccc(OC)c2)CC1 (stereo not given)	-6	-14	-2	0	-4	-3	-10	1	1518	1.1
Cc1cc(C(=O)NCCC2=CCCCC2)no1	2	8	-3	2	19	-8	-9	1.1	1615	0.9
COc1ccc(N(CC(=O)NC2CCCCC2)S(=O)(=O)c2cccnc2)cc1	-9	-2	-1	-5	-7	-4	-13	1	1736	1
CN(C)c1ccc(C(=O)C(O)c2ccc(C(C)(C)C)cc2)cc1 (stereo not given)	-1	10	-4	-12	2	2	-2	1	1451	0.9
C=CCn1c(C)cc(C(=O)COC(=O)c2ccc3c(c2)NC(=O)CS3)c1C	5	2	-9	12	7	3	-12	1	1748	1
Cc1ccc(C2=NN(C3=NN=C(N)Cc4ncnn43)C(O)(C(F)(F)F)C2)cc1 (stereo not given)	4	-47	-2	4	15	-1	-156	1	1448	1.5
CC(C)Oc1snc(Cl)c1C(N)=O	1	6	0	12	5	1	-3	1	1441	0.9
CCOC(=O)c1ccc(NC(=S)Nc2ccccc2)cc1	1	5	-4	2	5	2	11	1	1489	0.9
CCOC(=O)CN1C(=O)N[C@@H](c2ccccc2)C(C(C)=O)=C1C	0	-4	-8	1	6	1	-2	1	1475	1
CCn1c(C)nc2cc(C(=O)OCCC(F)(F)F)ccc21	-7	17	4	-3	-2	-1	21	1	1516	0.8
